Screens as filed in PubChem BioAssay.
POLI inh = inhibitors of human DNA polymerase iota; Q9UNA4; Pol iota fluorescent replication assay, 10 min; Potency, µM (titrated, usually from 115 µM), for inactives: at the top dose activity, negative = inhibition, actives largely listed as inhibitors; hit rate 1% among 390,000; note: potency is the fitted concentration of half-maximal effect
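Pol iota at 10 nM preincubated 15 min with compounds at room temperature; reaction started with fluorescent substrate, 50 nM final. Fluorescence read kinetically at 0 and 10 min; buffer-only wells as negative control.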
GRP78 ERSR act = induces the endoplasmic reticulum stress response in human glioma cells; U87-MG GRP78 promoter luciferase reporter, 16 h; Potency, µM, for inactives: at the top dose activation, usual class: activators; hit rate 0.02% among 420,000; AID 602332; note: potency is the fitted concentration of half-maximal effect; series mostly up to about 76 µM; % of control where 0% means no effect; nearly all actives have a fitted effect of over 35% in size
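Stably transfected U87-MG human glioma cells carrying a GRP78-based luminescent sensor were seeded at 1000 cells/well, pin-dosed with compounds and incubated 16 h. Luciferase reagent was then added, and end-point luminescence was read after 10 min at room temperature.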
APE1 inh = blocks human APE1 abasic DNA cleavage | Potency, µM (highest dose often 65.8 µM), for the others: top-dose activity change, negative = inhibition, most hits filed as inhibitors | hit rate 0.35% among 350,000 | recombinant APE1, TAMRA/BHQ-2 abasic DNA cleavage fluorescence | P27695;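 note: potency is the fitted concentration of half-maximal effect; plate controls were vehicle for no effect and reference inhibitor for full effect; nearly all actives have a fitted effect of over 55% in size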
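Enzyme (0.75 nM final) and test compound are incubated 15 min at room temperature before adding 50 nM quenched THF abasic-site duplex. Cleavage dequenches TAMRA, followed at 525/598 nm over three reads one minute apart.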
POLH inh = DNA polymerase eta (human) inhibition; hit rate 1.2% among 390,000; Potency, µM (series often up to 114 µM), without a hit: top-dose activity change, negative = inhibition, most hits filed as inhibitors; AID 588591; Q9Y253; recombinant Pol eta, fluorescent DNA replication assay; note: potency is the fitted concentration of half-maximal effect; % is set by controls: 0 for no effect and ±100 for the full control effect
Target sequence (Q9Y253 whole entry, looked up): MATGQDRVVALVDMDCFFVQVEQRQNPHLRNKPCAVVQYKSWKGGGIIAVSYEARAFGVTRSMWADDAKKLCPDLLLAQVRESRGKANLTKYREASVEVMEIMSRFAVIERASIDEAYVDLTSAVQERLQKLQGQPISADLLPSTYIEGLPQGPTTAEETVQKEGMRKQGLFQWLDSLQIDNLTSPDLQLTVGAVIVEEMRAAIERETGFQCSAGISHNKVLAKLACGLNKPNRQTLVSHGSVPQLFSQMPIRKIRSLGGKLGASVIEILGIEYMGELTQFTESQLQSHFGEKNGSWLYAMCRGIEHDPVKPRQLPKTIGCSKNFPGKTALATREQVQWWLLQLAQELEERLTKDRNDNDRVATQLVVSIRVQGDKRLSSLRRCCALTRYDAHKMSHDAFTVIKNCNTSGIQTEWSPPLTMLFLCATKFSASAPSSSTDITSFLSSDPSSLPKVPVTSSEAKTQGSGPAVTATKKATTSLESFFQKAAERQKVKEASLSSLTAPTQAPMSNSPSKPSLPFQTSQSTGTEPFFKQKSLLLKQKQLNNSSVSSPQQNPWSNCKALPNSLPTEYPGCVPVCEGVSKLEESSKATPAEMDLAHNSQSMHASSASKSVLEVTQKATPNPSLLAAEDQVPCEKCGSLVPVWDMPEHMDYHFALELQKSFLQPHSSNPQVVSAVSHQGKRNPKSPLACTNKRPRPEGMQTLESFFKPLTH
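Fluorescent replication assay: 50 nM final substrate added after a 15 min room-temperature compound preincubation with 10 nM enzyme. Signal taken at 0 min and again at 10 min.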
LDHA inh = blocks human lactate dehydrogenase A. AID 1347041. P00338. hit rate 0.15% among 480,000. activity change, % (values are at about 110 or 230 µM). purified LDHA, NADH/diaphorase-resazurin fluorescence; hits give low values; in the data active = activity change below about -30%; inconclusive = mostly about -25% to -30%;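 note: plate controls were DMSO wells for no effect and wells without enzyme for full effect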
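Human LDH5 at 2 nM final in Tris HCl pH 7.4 with 0.06 mM NADH and 0.2 mM pyruvate, reacted 5 minutes at room temperature. Remaining NADH coupled via diaphorase/resazurin; resorufin fluorescence read at 0 and 20 minutes, normalized to enzyme-free and DMSO wells.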
BLM inh = inhibitors of human Bloom syndrome helicase BLM; P54132; recombinant BLM DNA unwinding, fluorescence dequenching; Potency, µM (titrated, usually from 56.1 µM), inactives show at the top dose activity change, negative = inhibition, hits mostly inhibitors; hit rate 0.2% among 350,000; AID 2528;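 note: potency is the fitted concentration of half-maximal effect; plate controls were vehicle for no effect and no enzyme for full effect; nearly all actives have a fitted effect of over 35% in size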
Anesthetic bind = candidate novel general anesthetic via apoferritin binding; P02791; apoferritin/1-aminoanthracene competitive binding, fluorescence; Potency, µM (highest dose often 77.5 µM), for inactives: at the top dose activity change, negative = displacement, actives largely listed as inhibitors; hit rate 0.074% among 350,000; note: potency is the fitted concentration of half-maximal effect; % is set by controls: 0 for no effect and ±100 for the full control effect; nearly all actives have a fitted effect of over 20% in size
Target sequence (P02791 2-175 limits assumed): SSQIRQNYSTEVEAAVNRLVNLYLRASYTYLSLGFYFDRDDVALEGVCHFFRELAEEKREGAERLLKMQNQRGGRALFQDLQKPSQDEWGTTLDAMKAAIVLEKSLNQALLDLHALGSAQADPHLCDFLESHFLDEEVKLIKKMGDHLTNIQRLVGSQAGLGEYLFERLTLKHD
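Steps: apoferritin (10 uM) was premixed with half-saturated 1-AMA in PBS, compounds were pin-transferred, plates stood 10 min at room temperature, fluorescence was read at 380/535 nm, and curves were fitted with a Hill equation.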
Pol kappa inh = DNA polymerase kappa (human) inhibition | Q9UBT6 | purified Pol kappa, fluorescent DNA synthesis assay, 10 min | Potency, µM (series often up to 107 µM), inactives show top-dose activity, negative = inhibition, hits mostly inhibitors | hit rate 0.53% among 400,000; note: potency is the fitted concentration of half-maximal effect; % is set by controls: 0 for no effect and ±100 for the full control effect
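10 nM Pol kappa preincubated 15 min at room temperature with compounds, then reaction started with substrate at 50 nM final. Fluorescence read kinetically at 0 and 10 min; buffer-only wells served as negative control.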
Pol beta inh = blocks human DNA polymerase beta activity; P06746; Pol beta primer extension/strand displacement, fluorescence kinetic; Potency, µM (highest dose often 114 µM), inactives show at the highest dose activity change, negative = inhibition, usual class: inhibitors; hit rate 1.3% among 340,000; AID 485314; note: potency is the fitted concentration of half-maximal effect; % is set by controls: 0 for no effect and ±100 for the full control effect
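Pol beta (10 nM) and compounds were preincubated 15 min at room temperature, then 50 nM substrate (final) started primer extension/strand displacement. Reads were taken at 0 and 10 min; concentration-response data were fitted to a four-parameter Hill equation.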
* marks the source's active call; other numbers are inactive results; ? = inconclusive; . = no result given; & = joins results of further samples; [ ] = remark or other dose. Unless noted, calls come from the whole dose curve; as a rule, active = well fitted curve in the direction sought with a large enough effect; inconclusive = small, poorly fitted or top-dose-only effect, or another doubt; inactive = no such curve, though single readings can be large; an effect the other way counts as inactive or inconclusive.

SMILES | POLI inh | GRP78 ERSR act | APE1 inh | POLH inh | LDHA inh | BLM inh | Anesthetic bind | Pol kappa inh | Pol beta inh
O=[N+]([O-])c1ccc(Cl)c(/C=N/n2c(-c3cccnc3)n[nH]c2=S)c1 | . | . | -1.1% | . | . | -3.3% | -6.1% | . | 4.8%
Cc1ccc(CCNC(=O)C2CCCN(S(=O)(=O)c3cccc4nsnc34)C2)cc1 (configuration not stated) | -21.3%[58.9 µM] | -4.6% | -10.5% | 5.5% | -9.3 | -3.7% | -6.6% | 7.3% | 13.0%
COc1ccc(NC(=O)C(NC(=O)Cc2cccs2)c2ccc(OC)cc2)cc1 (configuration not stated) | -16.2% | -3.8% | . | -8.3% | -1.6 | 0.3% | 59.9%[activator] | 13.3% | 1.6%
CC(C)(O)CC[C@@H](O)[C@](C)(O)[C@H]1CC[C@@]2(O)C3=CC(=O)[C@@H]4C[C@@H](O)[C@@H](O)C[C@]4(C)[C@H]3CC[C@]12C | 41.4%[activator] | -2.9% | 4.7% | -15.9% | -4.8 | -1.3% | -0.7% | 3.3% | 2.8%
CC(=O)c1cccc(NC(=O)Nc2cccnc2)c1 | 2.8% | -1.0% | 8.8% | -4.4% | -6.7 | -9.5% | -3.0% | -9.6% | 19.1%
O=C1c2ccccc2C(=O)N1CCCn1nnc(-c2ccc(N3CCOCC3)cc2)n1 | 9.7% | -5.0% | 9.9% | -3.9% | -11.5 | -2.6% | -7.6% | 3.8% | 17.5%
O=C(c1ccccc1Sc1ccccc1[N+](=O)[O-])N1CCCCC1 | 192.1%[activator] | 2.6% | -0.9% | 4.5% | -9.1 | -6.7% | ? | 3.9% | 5.6%
C=CCN(C(=O)c1ccccc1)c1ccc(OC)cc1 | -0.7% | -4.5% | 2.0% | -14.7% | 3.4 | -3.6% | -15.9% | 0.9% | 12.9%
O=C(c1ccc(F)cc1)c1c[nH]c(C(=O)NCc2ccco2)c1 | 14.5% | -5.5% | -3.6% | -7.4% | -0.2 | -1.4% | -6.4% | 3.1% | 2.7%
Cc1nc2ccn(Cc3ccco3)c(=O)c2cc1C(=O)N1CCN(c2ccccc2)CC1 | ? | -1.4% | . | -5.3% | -5.9 | -2.7% | 5.6% | -1.3% | 60.1%
O=S(=O)(c1ccc(-c2cn3ccccc3n2)cc1)N1CCOCC1 | 23.4% | 1.6% | 3.8% | 4.4% | 0.0 | 0.4% | -3.0% | 1.7% | -8.4%
CC(C)Oc1ccc(Cc2cnc(=S)[nH]c2N)cc1 | 20.4% | -4.7% | 1.6% | -17.5% | -0.9 | -0.7% | -1.2% | -2.9% | -2.3%
CC1CCN(CC(=O)Nc2ccc(S(=O)(=O)N3CCC(C)CC3)cc2)CC1 | 44.7%[activator] | -2.1% | 0.0% | -25.4% | -10.5 | 2.2% | -20.1% | -3.7% | -2.9%
Cc1ccccc1C[n+]1cccc2ccccc21 | 22.7% | -4.3% | -1.5% | -15.4% | -7.6 | . | . | -8.0% | .
CC(=O)N1C(=O)/C(=C2\SC(=S)N(NC(=O)c3ccc(O)cc3)C2=O)c2ccccc21 | ? | -3.5% | 17.0% | ? | 27.2 | -4.0% | -13.3% | -16.3% | -22.1%
Cc1ccc(/C=N/n2c(C3CCCCC3)n[nH]c2=S)s1 | -6.1% | -1.8% | -2.0% | -8.8% | -8.0 | 2.1% | -10.2% | -15.1% | -0.7%
CC1(c2ccccc2)NC(=O)N(CC(=O)NNC(=O)c2cccc(Cl)c2)C1=O (configuration not stated) | 11.2% | -4.5% | 18.7% | -9.6% | 0.7 | . | . | 14.0% | .
Cc1cc(NC(=O)c2ccc(F)c(S(=O)(=O)N3CCCCC3)c2)no1 | 20.4% | -3.6% | 9.9% | -12.9% | -6.2 | 0.4% | -8.2% | -4.0% | -3.4%
Cc1noc(C)c1C(=O)N1CCC2(CCCN(c3ccncc3)C2)CC1 | . | -3.9% | 15.7% | . | . | -14.1% | . | -0.9%[60.1 µM] | .
Cc1cnc(C(=O)OCC(=O)Nc2cc(-c3cc(C)c(C)cc3C)nn2-c2ccccc2)cn1 | 10.0% | -3.3% | 14.2% | -11.3% | -1.8 | . | . | -3.2% | .
CC(=O)Nc1ccc(S(=O)(=O)NCCC(=O)N2CCc3ccccc32)cc1 | 62.2%[activator] | -1.7% | 3.1% | -7.4% | -0.4 | -2.4% | -4.8% | -2.4% | 11.1%
Cc1ccccc1-c1noc(-c2ccc(O)cc2)n1 | 11.4% | 9.5% | -4.9% | -9.6% | -2.4 | -3.7% | ? | -2.5%[60.1 µM] | 3.1%
COc1ccccc1C(=O)NCCN1CCN(C(=O)c2ccccc2OC)CC1 | -1.2% | -3.0% | -3.0% | -9.0% | 5.0 | -1.5% | -0.6% | -0.4% | -22.9%
COc1cc(-c2cc(OC)c3c(C)oc(C)c3c(=O)c2)ccc1OC(=O)c1ccccc1Cl | 22.4% | -4.3% | . | -21.9% | 3.4 | -6.6% | ? | -0.2% | 0.5%
COc1ccc(S(=O)(=O)N2CCC3(CC2)OCCN3S(=O)(=O)c2ccc(C)cc2)cc1OC | 19.7% | -3.3% | 38.3% | -17.8% | -1.9 | . | . | -7.1% | .
O=C1CCc2cc(S(=O)(=O)N3CCC(C(=O)Nc4nccs4)CC3)ccc2N1 | 6.6% | -4.7% | -1.0% | -9.7% | -2.6 | 0.1% | -0.5% | -5.3% | 1.4%
CCOC(=O)c1ccccc1NC(=O)Cc1ccccc1OC | 13.9% | -3.1% | 1.2% | -8.1% | -6.1 | -2.3% | 6.4% | -0.6% | -1.3%
CC(C)/C=N/NC(=O)c1cc(Br)ccc1O | 24.1% | -1.6% | 1.1% | -0.7% | -2.0 | 4.7% | 7.3% | -21.4% | ?
CC(C)=CCC[C@](C)(O)C1CC[C@]2(C)C1C(O)CC1[C@@]3(C)CCC(O)C(C)(C)C3C(O[C@@H]3OC(CO)C(O)C(O)C3O[C@@H]3OC(C)C(O)C(O)C3O)C[C@]12C (some centres not stated) | -12.5% | -2.0% | -3.0% | -2.2% | -2.5 | . | . | -5.2% | .
COc1c(O)ccc(/C=N\NC(=O)c2ccc3c(c2)OCO3)c1[N+](=O)[O-] | 0.2% | -0.9% | 24.5% | -9.2% | 1.5 | -0.6% | -1.2% | -13.1% | 21.8%
COc1ccc2c(c1)OC[C@H]1[C@H]2N2C(=O)c3cc(C)ccc3NC(=O)[C@@]2(C)[C@H]1c1ccccc1 | ? | -2.2% | 11.3% | -13.6% | -10.2 | . | . | -22.8% | .
C#CCOCCOCCOCCNc1nc(N2CCN(C(=O)Cn3cc(CCCN=C(N)N)nn3)CC2)nc(N2CCN(C(=O)[C@H](CCCCN)n3cc(CCCC)nn3)CC2)n1 | ? | -3.7% | 27.0% | -1.9% | 7.5 | . | . | -23.0% | .
COC(=O)Cn1ccc2cc(S(=O)(=O)N3CCCCCC3)ccc21 | 45.5%&7.6%[activator] | -0.2%&14.0% | 53.0%[activator] | -12.5%&-16.1% | -0.5&0.2 | -0.5%&-4.8% | -26.9%&-16.2% | -2.4%&-7.4% | 11.9%&0.4%
O=C(O)C(Cc1ccccc1)N1C(=O)/C(=C/c2cccc3ccccc23)SC1=S (configuration not stated) | . | . | -3.0% | . | . | -15.1% | ? | . | 31.6µM*
COC(=O)CCC(C(=O)CN1C(=O)c2ccccc2C1=O)N1C(=O)c2ccccc2C1=O (configuration not stated) | 15.3% | 6.7% | . | -3.7% | -1.6 | . | . | -0.6% | .
Cc1ccc(NC(=O)c2ccc(OC(=O)COc3cccc(Cl)c3)cc2)cc1 | 2.3% | -5.6% | -0.7% | 0.8% | -2.8 | -2.6% | -8.5% | -8.3% | 16.6%
CCN1CCN(c2ccc(S(=O)(=O)N3CCCCC3)cc2NC(=O)c2cccc(F)c2)CC1 | 0.7% | 0.1% | 17.6% | -5.2% | -2.2 | . | . | -13.6% | .
COc1c(O)c(O)c2oc(-c3ccccc3)cc(=O)c2c1OC | 12.0% | -1.6% | -2.3% | -0.5% | 11.4 | -0.2% | -16.6% | -3.8% | -21.9%
CCc1nc(NCc2ccco2)c2oc3ccccc3c2n1 | ? | 4.3% | 9.0% | -13.4% | -3.0 | -10.5% | -12.8% | -0.5% | -12.1%
CCC[C@@H](CN1CCC[C@H]1CN1C(N)=NC[C@H]1CC(C)C)N1C[C@@H]([C@H](C)CC)N(CCc2ccc(Cl)c(Cl)c2)C1=N | -37.3% | -3.0% | 52.7% | -16.0% | -2.5 | . | . | -11.2% | .
CCCN(CC(=O)Nc1ccccc1C)C(=O)c1ccc(N2CCCCCC2)c([N+](=O)[O-])c1 | 29.0% | -3.4% | 5.0% | -26.5% | -1.1 | -7.5% | ? | -27.1% | -1.5%
Nc1ccnc(=O)[nH]1 | 6.2% | -3.3% | -9.5% | -10.9% | -2.6 | . | . | -3.0% | .
Cc1cccc(N/C(=N\S(=O)(=O)c2ccccc2)C(F)(F)F)c1 | 8.6% | -1.4% | -8.8% | -1.8% | -0.8 | -2.5% | -22.0% | -12.3% | 29.9%
COc1ccc(O[C@H]2C=C[C@@H](c3ccccc3)O[C@@H]2CO/N=C(\C)CCN2CCCc3nc(C)c(C)cc32)cc1 | . | -3.4% | 19.7%[12.4 µM] | . | . | 5.1%[12.4 µM] | -8.4%[15.3 µM] | . | .

3 entries already listed, sorted by length of the SMILES, ascending.
SMILES | POLI inh | GRP78 ERSR act | APE1 inh | POLH inh | LDHA inh | BLM inh | Anesthetic bind | Pol kappa inh | Pol beta inh
Nc1ccnc(=O)[nH]1 | 6.2% | -3.3% | -9.5% | -10.9% | -2.6 | . | . | -3.0% | .
Cc1cccc(N/C(=N\S(=O)(=O)c2ccccc2)C(F)(F)F)c1 | 8.6% | -1.4% | -8.8% | -1.8% | -0.8 | -2.5% | -22.0% | -12.3% | 29.9%
CCCN(CC(=O)Nc1ccccc1C)C(=O)c1ccc(N2CCCCCC2)c([N+](=O)[O-])c1 | 29.0% | -3.4% | 5.0% | -26.5% | -1.1 | -7.5% | ? | -27.1% | -1.5%

The list is partial; rates above refer to the full screens.
